# From PubChem
# mIAP block: inhibitors of mouse IAP, primary screen, biochemical, luminescence, uHTS | intestinal alkaline phosphatase [Mus musculus] | purified mouse IAP, CDP-Star luminescence, 30 min | inhibition, % at 10 µM | 0.2% of 330,000 active | AID 2806, 2010;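 active means inhibition of at least 40% at 10 µM in the primary screen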;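 further: plate controls were DMSO with enzyme for no effect and no enzyme wells for full effect; values of inactives mirror those of a sister screen read the other way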
# NALP3 yeast inh: NALP3 inflammasome inhibitors in reconstituted yeast, primary screen, luminescence, uHTS | Yeast reconstituted NLRP3/ASC/caspase-1, beta-gal luminescence, 24 h | AID 2825, 2010 | 0.39% of 330,000 active | inhibition, % at 10 µM;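 active means inhibition of 50% or more; inactive means inhibition below 50%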;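 further: plate controls were induced DMSO wells for no effect and uninduced yeast grown without galactose for full effect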
# mIAP act: activators of mouse IAP, primary screen, biochemical, luminescence, uHTS; intestinal alkaline phosphatase [Mus musculus]; muIAP, CDP-Star luminescence, 30 min; active compounds read high; 1 = vehicle-only enzyme signal, 0 = enzyme-free wells; activation factor at 10 µM; 0.24% of 330,000 active; AID 2805, 2010;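 active means activation factor of at least 2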; further: the source names both 10 and 20 µM as test concentration; values of inactives mirror those of a sister screen read the other way
#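 System: Mouse IAP enzyme | Also added: CDP-Star substrate | Dosing: Compounds dispensed in DMSO | Schedule: 30 min enzyme-substrate-compound incubation at room temperature | Technique: Chemiluminescence readout | Control set: DMSO-only wells and no-enzyme negative control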
# hIAP inh: human IAP inhibitors, primary screen, biochemical, luminescence, uHTS; AID 2544, 2010; Intestinal-type alkaline phosphatase (Homo sapiens), P09923; inhibition, % at 10 µM; 0.12% of 330,000 active; purified IAP, CDP-Star luminescence, 30 min;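 active means inhibition reaching a set limit with compound at 10 µM in the primary screen, cut at about 35% in these data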;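 further: plate controls were DMSO wells with enzyme for no effect and no-enzyme buffer wells for full effect; values of inactives mirror those of a sister screen read the other way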
# A3A deaminase: APOBEC3A ssDNA deaminase inhibitors, primary screen, selectivity assay for APOBEC3G inhibitor project, biochemical, FAM/TAMRA oligo cleavage fluorescence. DNA dC->dU-editing enzyme APOBEC-3A (Homo sapiens), P31941. recombinant A3A, FAM/TAMRA ssDNA deamination fluorescence. inhibition, % at 20 µM. 0.41% of 330,000 active. AID 493011, 2011;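 active means at least 40% inhibition at 20 µM here, with at most 30% in a related deaminase screen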;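 further: plate controls were A3A with DMSO for no effect and wells lacking A3A enzyme for full effect; some results filed as inactive read as strong as hits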
# Target sequence (P31941 whole entry, looked up): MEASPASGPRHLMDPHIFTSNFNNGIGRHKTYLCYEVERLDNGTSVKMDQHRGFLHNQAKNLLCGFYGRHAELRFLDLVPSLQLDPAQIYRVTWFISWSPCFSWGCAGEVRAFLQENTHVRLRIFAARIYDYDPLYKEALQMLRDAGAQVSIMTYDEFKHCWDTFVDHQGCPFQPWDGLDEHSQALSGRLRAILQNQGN
# APOBEC3G inh: APOBEC3G DNA deaminase inhibitors, primary screen, biochemical, fluorescence, single-stranded DNA substrate, uHTS; 0.28% of 330,000 active; inhibition, % at 20 µM; recombinant A3G, ssDNA deamination FAM/TAMRA fluorescence; DNA dC->dU-editing enzyme APOBEC-3G (Homo sapiens), Q9HC16;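 active means inhibition of at least 40% at 20 µM, with no more than 30% in the related APOBEC3A deaminase screen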;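 further: plate controls were DMSO wells with A3G for no effect and wells lacking A3G enzyme for full effect; some compounds called inactive have numbers as strong as hits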
# Target sequence (Q9HC16 whole entry, looked up): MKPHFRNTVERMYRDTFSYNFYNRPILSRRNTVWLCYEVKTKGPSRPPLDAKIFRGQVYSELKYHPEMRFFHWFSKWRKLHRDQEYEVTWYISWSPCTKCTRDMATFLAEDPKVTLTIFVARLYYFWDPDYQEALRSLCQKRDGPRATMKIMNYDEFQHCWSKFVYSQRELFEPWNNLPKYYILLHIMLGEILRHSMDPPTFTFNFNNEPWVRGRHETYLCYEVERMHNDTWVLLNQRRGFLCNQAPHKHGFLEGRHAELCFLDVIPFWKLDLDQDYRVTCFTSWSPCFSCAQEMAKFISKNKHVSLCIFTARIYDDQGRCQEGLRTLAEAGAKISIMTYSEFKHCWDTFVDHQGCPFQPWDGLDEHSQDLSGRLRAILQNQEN
# tim10-1 inh: growth inhibitors of tim10-1 mutant yeast, primary screen, luminescence, uHTS; S. cerevisiae tim10-1 ts strain growth, BacTiter-Glo, 24 h; inhibition, % at 20 µM; 2.2% of 330,000 active;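 active means inhibition of at least 40%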;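 further: mutant grown at 25 °C; 0% = DMSO wells with yeast and 100% = wells holding no yeast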
# TIM10 inh: growth inhibitors of isogenic TIM10 control yeast, primary screen, counter-screen for tim10-1 yeast inhibitor project, luminescence, uHTS | inhibition, % at 10 µM | 1.4% of 330,000 active | S. cerevisiae TIM10 strain growth, BacTiter-Glo luminescence, 24 h;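 active means inhibition of 40% or more at the single tested concentration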;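 further: wild-type TIM10 isogenic control strain grown at permissive 25 °C; 0% = DMSO yeast wells and 100% = minimal medium wells without yeast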
# beta cell repl: inducers of MIN6 beta-cell proliferation, primary screen, ATP luminescence, uHTS; MIN6 cells proliferation, ATPlite luminescence, 48 h; cells starved in 0.2% serum; 100% = growth in 10% serum; proliferation, % at 10 µM; 0.29% of 330,000 active; AID 2380, 2010;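 active means compounds whose signal lies at least 3.5 SD above the mean of all wells on their plate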;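 further: 0% = DMSO-treated cells in low-serum medium and 100% = 10% serum control; some compounds called inactive have numbers as strong as hits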
# Numbers without * were called inactive; nt = no result given.
# Values run as follows: TIM10 inh, beta cell repl, mIAP block, tim10-1 inh, A3A deaminase, hIAP inh, mIAP act, APOBEC3G inh, NALP3 yeast inh
OC12CCCCC1C(c1ccc3c(c1)OCO3)N(Cc1ccc(F)cc1)CC2 (stereo not drawn)
    14, -3, 2, 11, -4, 8, 0.97, -10, -9
Cc1cccc(C2Nc3ccccc3C(=O)N2c2ccc(F)cc2)n1 (stereo not drawn)
    23, -4, -2, 21, -3, 16, 1, -9, -12
CCOC(=O)c1c(-c2ccncc2)csc1N
    0, -2, 22, 14, 0, 0, 0.78, 1, -4
CCOc1ccc(CN(C)CC(=O)Nc2cc(C)c(C)cc2[N+](=O)[O-])cc1
    24, -3, 10, 21, -2, 6, 0.9, -11, 18
CN1CC2(C)CN(C(c3ccccc3)c3ccccc3)CC(C)(C1)C2O (stereo not drawn)
    -8, 5, 0, 2, 1, -7, 1, -3, 0
O=C(Nc1ccc(F)c(Cl)c1)c1ccc2c(c1)OCO2
    17, -2, 2, -39, -3, -5, 0.98, -2, 25
CS(=O)(=O)N1CCN(c2ccc([N+](=O)[O-])c(NCc3cccnc3)c2)CC1
    1, 4, 6, 7, -1, 2, 0.94, -8, 26
O=C(NCc1ccc(F)cc1)C1CCC(CNS(=O)(=O)c2ccccc2)CC1 (stereo not drawn)
    -9, -3, -9, -7, 2, -9, 1.1, -2, 7
O=C(NCc1ccccc1)C1=C[C@@H](c2csc3ccccc23)C[C@@H](OCc2ccc(CO)cc2)O1
    23, -8, 6, 22, -2, 5, 0.94, -3, 4
CC1(C)Cc2ccccc2-c2nnnn21
    -3, 1, -5, -5, 1, -5, 1.1, 2, -5
COc1ccccc1-c1nnc(-c2ccc(C)cc2)o1
    29, -4, 6, 35, 0, -14, 0.94, -6, 36
Cc1nnc(SCC(=O)N(C2CCCCC2)C2CCS(=O)(=O)C2)n1N (stereo not drawn)
    9, 0, 0, 20, -2, -18, 1, -3, 14
CCN1CCCC1CNC(=O)c1cc2c(-c3cccc(OC)c3)nn(C)c2s1 (stereo not drawn)
    6, -2, -9, 16, 5, 8, 1.1, -3, 0
COc1cccc(/C=C/c2ccc3ccccc3n2)c1OC(C)=O
    15, -5, 2, 33, -1, 18, 0.98, -2, 7
O=S1(=O)c2ccc(Br)cc2OC(COCc2ccccc2)CN1Cc1ccccc1 (stereo not drawn)
    -10, nt, -4, 9, 1, nt, 1, 1, nt
N#C/C(=C(/O)c1cccs1)c1nnc2n1CCCCC2
    3, -3, 2, 6, -1, -6, 0.98, 12, 6
Cc1ccc(N(Cc2cc(=O)[nH]c3ccccc23)C(=O)C(C)C)cc1
    3, -5, -3, 8, 4, 4, 1, -2, 4
CCOC(=O)c1c(-c2ccccc2)nc2ccccn12
    16, 4, 3, 20, -2, 4, 0.97, -10, 97*
O=C(COC(=O)c1n[nH]c2ccccc12)c1cccc(Br)c1
    13, -3, 13, 30, -3, -17, 0.87, -8, -5
O=C(Nc1cccc(CCc2ccccn2)c1)c1ccc(Cl)cc1
    2, -3, -1, -17, 2, -12, 1, 2, 5

# Continued (four carried over from the part before).
# Values run as follows: TIM10 inh, beta cell repl, mIAP block, tim10-1 inh, A3A deaminase, hIAP inh, mIAP act, APOBEC3G inh, NALP3 yeast inh
Cc1ccc(N(Cc2cc(=O)[nH]c3ccccc23)C(=O)C(C)C)cc1
    3, -5, -3, 8, 4, 4, 1, -2, 4
CCOC(=O)c1c(-c2ccccc2)nc2ccccn12
    16, 4, 3, 20, -2, 4, 0.97, -10, 97*
O=C(COC(=O)c1n[nH]c2ccccc12)c1cccc(Br)c1
    13, -3, 13, 30, -3, -17, 0.87, -8, -5
O=C(Nc1cccc(CCc2ccccn2)c1)c1ccc(Cl)cc1
    2, -3, -1, -17, 2, -12, 1, 2, 5
Fc1ccccc1NC(=S)NN(Cc1ccccc1)c1ccccc1
    44*, -5, 2, 33, -3, 25, 0.98, -7, 6
CCCCN(Cc1nc2ccccc2c(=O)[nH]1)C(=O)c1nn(C)c(=O)c2ccccc12
    2, -2, -1, 10, -3, 8, 1, -11, 3
O=C(C1=C[C@H](c2ccc3c(c2)OCO3)C[C@H](OCCCCO)O1)N1CCN(Cc2ccc3c(c2)OCO3)CC1
    12, -1, 0, -2, -1, 7, 1, -2, 20
CC1(C)CC(=O)C(C2C3=C(CC(C)(C)CC3=O)Oc3c(Br)cc(Br)cc32)=C(O)C1 (stereo not drawn)
    16, -6, -2, 15, 3, -11, 1, -2, 6
O=C(Cn1nnc(-c2ccccc2Cl)n1)N/N=C/c1ccc2c(c1)OCO2
    14, -4, 6, 15, -2, 3, 0.94, -6, -12
Cc1oc2ccccc2c1-c1cn2c(n1)SCC2
    5, 1, 14, -3, -1, 12, 0.86, -6, 0
Cc1cc(C(=O)Nc2ccc3c(c2)CCC3)ccc1[N+](=O)[O-]
    1, -3, 0, 6, -1, -6, 1, 4, 34
O=C1CSC(=S)N1/N=C/c1ccc(O)c(O)c1O
    -9, -6, 92*, 13, 50, -5, 0.084, 71, 27
Cn1c(SCC(=O)NC2CCS(=O)(=O)C2)nnc1-c1ccco1 (stereo not drawn)
    8, -3, -7, 19, -5, -18, 1.1, 6, 19
Cc1cccc(C)c1OCc1cc(C(=O)N2CCCC2c2nonc2C)no1 (stereo not drawn)
    19, -2, 1, 39, -5, -16, 0.99, -4, 19
Cc1ccc(C(=O)NCC(=O)N2CCCCCCC2)cc1
    -2, 5, -6, 8, 3, 3, 1.1, -4, 11
COc1cccc(NC(=O)CN(C)C(=O)c2ccc3c(c2)CC(c2ccccc2)OC3=O)c1 (stereo not drawn)
    -1, 0, 10, 6, -6, 19, 0.9, -9, 6
CC(Sc1ncc(C(F)(F)F)cc1Cl)C(=O)NC(N)=O (stereo not drawn)
    -24, -1, 8, -5, 2, 8, 0.92, -1, -15
O=C(COc1ccc(/C=N/NS(=O)(=O)c2ccccc2)cc1)N1CCOCC1
    9, -2, 10, -2, 0, 3, 0.9, -1, 12
COc1ccccc1C(OC(=O)c1cccs1)C(=O)NCc1ccco1 (stereo not drawn)
    10, -2, 5, 32, 2, -16, 0.95, -1, 16
CCN(CC(=O)Nc1ccccc1OC)C(=O)CCc1ccccc1
    2, -3, 0, 26, -2, 1, 1, -7, 25
CC1CCCN(C(=O)c2cc3c(=O)n4ccccc4nc3s2)C1 (stereo not drawn)
    -1, 1, -10, 3, 3, -10, 1.1, -2, 10
CCn1c(C(=O)N2CCC(C(=O)N3CCN(c4ccccn4)CC3)CC2)cc2sccc21
    8, -2, -24, 18, -8, -20, 1.2, -17, 13
O=C(Nc1cccnc1)c1cc(-c2cccc(Br)c2)nc2ccccc12
    22, -4, 10, 36, -8, -16, 0.9, 1, 21
CC(C)Cn1c(SCC(=O)N2CCN(S(=O)(=O)c3ccccc3)CC2)nc2ccccc21
    33, -2, 0, 36, -1, 4, 1, -1, 8

# Part of the list above in order of molecular weight, ascending.
# Values run as follows: TIM10 inh, beta cell repl, mIAP block, tim10-1 inh, A3A deaminase, hIAP inh, mIAP act, APOBEC3G inh, NALP3 yeast inh
Cc1oc2ccccc2c1-c1cn2c(n1)SCC2
    5, 1, 14, -3, -1, 12, 0.86, -6, 0
O=C1CSC(=S)N1/N=C/c1ccc(O)c(O)c1O
    -9, -6, 92*, 13, 50, -5, 0.084, 71, 27
CCN(CC(=O)Nc1ccccc1OC)C(=O)CCc1ccccc1
    2, -3, 0, 26, -2, 1, 1, -7, 25
Cc1cccc(C)c1OCc1cc(C(=O)N2CCCC2c2nonc2C)no1 (stereo not drawn)
    19, -2, 1, 39, -5, -16, 0.99, -4, 19
CC(C)Cn1c(SCC(=O)N2CCN(S(=O)(=O)c3ccccc3)CC2)nc2ccccc21
    33, -2, 0, 36, -1, 4, 1, -1, 8
CC1(C)CC(=O)C(C2C3=C(CC(C)(C)CC3=O)Oc3c(Br)cc(Br)cc32)=C(O)C1 (stereo not drawn)
    16, -6, -2, 15, 3, -11, 1, -2, 6

# The listing continues:
# Values run as follows: TIM10 inh, beta cell repl, mIAP block, tim10-1 inh, A3A deaminase, hIAP inh, mIAP act, APOBEC3G inh, NALP3 yeast inh
CCOC(=O)CN1CC23C=CC(O2)C(C(=O)NC2CCCCC2)C3C1=O (stereo not drawn)
    8, 1, -2, 10, 1, -9, 1, -1, 17
N#C/C(=C\c1ccc[nH]1)C(=O)N1CCCCC1
    20, -3, -7, 10, -3, -11, 1.1, 0, 4
COC(=O)c1cc2ccsc2n1CC(=O)N(C)c1ccccc1
    30, -1, -1, 26, 10, -18, 1, 0, 2
COc1ccc(Cl)cc1C(=O)Nc1nc2ccc(S(C)(=O)=O)cc2s1
    -14, -3, 9, 10, -1, -9, 0.91, -4, -11
COn1c(=O)c(-c2ccc(C)cc2)[n+]([O-])c2ccccc21
    -10, 0, -2, 5, -3, -4, 1, -9, 3
CCCCC(=O)OCCNC(=O)c1cc2ccccc2oc1=O
    7, -3, -4, 10, -1, -3, 1, -3, 18
O=C(CCC1CCCCC1)Nc1ncn[nH]1
    7, -1, -21, 8, -4, -2, 1.2, -5, -10
COc1ccccc1NC(=O)C1=C(C)NC(SCC(=O)Nc2ccc(C(=O)O)cc2)=C(C#N)C1c1cccs1 (stereo not drawn)
    8, 0, 5, 14, -2, 6, 0.95, -8, -6
COc1ccccc1NC(=O)CCN1CC(C)OC(C)C1 (stereo not drawn)
    -12, 3, -5, -10, -5, -2, 1.1, -12, 12
CCSc1ccccc1C(=O)N1CCN(c2ccc([N+](=O)[O-])cc2)CC1
    27, -3, 5, 24, -4, 19, 0.95, -4, 29
CCC(C)(C)NC(=O)c1ccccc1Oc1ccccc1
    11, -1, 5, 37, 1, -4, 0.95, -1, -1
CCOc1cc(NC(=S)NCCCOC)c(OCC)cc1NC(=O)c1cccs1
    15, -2, 16, 15, -4, 5, 0.84, -5, 14
O=c1c2ccccc2nnn1Cc1ccc(Br)cc1
    7, 1, 4, 21, 0, 0, 0.96, -8, 50*
COc1ccc(CC(=O)N2CCN(S(=O)(=O)c3ccc(Cl)s3)CC2)cc1
    1, -2, 16, 19, -2, 18, 0.84, -4, 5
Cc1cc(NC(=O)CCC(=O)N(CC(=O)NC2CCCC2)c2ccc(Cl)c(Cl)c2)no1
    8, 1, -5, -18, -4, 3, 1.1, 0, 3
CC1CCC(NC(=O)CC(NC(N)=O)c2ccccc2Cl)CC1 (stereo not drawn)
    -14, 0, 3, 8, -3, -4, 0.97, -9, 4
ON=C1c2cc(OCCN3CCCCC3)ccc2-c2ccc(OCCN3CCCCC3)cc21
    -18, -5, 4, -21, 30, -36, 0.96, 8, 26
N#Cc1cccc(-c2cn(S(=O)(=O)c3ccc(Cl)cc3)nc2N)c1
    -6, -2, 9, 1, 3, -19, 0.91, 4, 18
